Screening data (PubChem BioAssay)
mcGAS MS inh = inhibitors of mouse cGAS; recombinant mouse cGAS, cGAMP by RapidFire MS; inhibition, % at 12.5 µM; 0.18% of 130,000 active; AID 1259397;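 active = inhibition of cGAS enzyme activity at or above 60%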;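 note: enzyme stimulated by 45 bp dsDNA with ATP and GTP substrates; cGAMP share of summed cGAMP plus half ATP and half GTP signals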
Target sequence (Q8C6L5 whole entry, looked up): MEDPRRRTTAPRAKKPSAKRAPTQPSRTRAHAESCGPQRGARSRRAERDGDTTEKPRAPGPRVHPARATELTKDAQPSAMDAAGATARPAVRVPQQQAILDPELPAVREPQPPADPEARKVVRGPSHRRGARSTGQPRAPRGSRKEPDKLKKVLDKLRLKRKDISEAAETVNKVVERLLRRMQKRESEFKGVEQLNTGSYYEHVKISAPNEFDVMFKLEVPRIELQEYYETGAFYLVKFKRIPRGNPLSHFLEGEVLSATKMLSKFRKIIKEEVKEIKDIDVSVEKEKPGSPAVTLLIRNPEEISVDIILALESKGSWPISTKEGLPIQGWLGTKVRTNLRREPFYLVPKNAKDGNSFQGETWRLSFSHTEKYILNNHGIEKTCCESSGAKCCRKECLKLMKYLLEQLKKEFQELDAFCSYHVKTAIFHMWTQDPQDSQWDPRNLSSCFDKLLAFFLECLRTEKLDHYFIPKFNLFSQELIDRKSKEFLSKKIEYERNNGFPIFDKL
* marks the source's active call; other numbers are inactive results; & = joins results of further samples.

mol	mcGAS MS inh
COc1cc(OC)cc(C(=O)NCC(=O)N(C)Cc2nc3ccccc3c(=O)[nH]2)c1	10
Cc1[nH]c2ccccc2c1C(Nc1ccccn1)c1cccc(Br)c1 (stereo unspecified)	-2
CCOCCn1c(=O)c2c(nc3n(-c4ccc(F)cc4)c(C)c(C)n23)n(C)c1=O	-10
O=C(NC(=S)NN1CCOCC1)c1cc(Br)ccc1Cl	-8
CCNC(=O)Cn1nnc(Cc2ccc(Cl)c(Cl)c2)n1	-2
Cc1ccc(Cl)cc1NC(=O)CN1CCc2ccccc2C1	-15
CCN1C(=O)NC(c2ccc(OC(F)F)cc2)C(C(=O)OC)=C1C (stereo unspecified)	-2
COc1ccc(-c2csc(NCc3ccco3)n2)cc1	0
Cc1ccc(F)cc1NC(=O)C1Oc2ccccc2OC1C (stereo unspecified)	-1
CC(C)N(CCc1ccccc1)C(=O)C1CC=CCC1 (stereo unspecified)	-5
COc1cc(S(=O)(=O)NCc2ccco2)c(OC)cc1Br	-12
CCN(CC)S(=O)(=O)c1ccc(OC)c(NC(=O)c2csc3c2CCCC3)c1	13
Cc1cc(C)n(C2CN(C(=O)CCc3c(C)nn(C)c3C)C2)n1	-8
COC(=O)CN1CC(=O)NC(=O)C1	-5
CCOC(=O)CC1CCCCN1Cc1nc(-c2cnccn2)no1 (stereo unspecified)	-8
CC(Oc1cccc(F)c1)C(=O)NCc1cccnc1 (stereo unspecified)	1
Cc1ccc2nc(C)c(NC(=O)c3ccccc3I)c(=O)n2c1	18
O=C(NCCc1ccccn1)C1CC=CCC1C(=O)N1CCc2c([nH]c3ccccc23)C1 (stereo unspecified)	-4
CCOC(=O)Cn1c(C)cn2c3c(=O)n(C)c(=O)n(C)c3nc12	-7
CCC(C)(C)NC(=O)CN1c2ccccc2N(C)CCC1C (stereo unspecified)	-1
Cc1ccsc1[C@@H]1CCN(C(=O)c2cccc(-c3ncc[nH]3)c2)C[C@H]1O	3
COc1cccc(/C=C2N=C(/C=C/c3cccc(Cl)c3Cl)OC\2=O)c1OC	-12
Cn1nc(CN2CCCn3cncc3C2)c2c(Cl)cccc21	-3
N=C1C(c2ccccc2)C(=O)CN1c1ccc(C(=O)O)cc1 (stereo unspecified)	17
Cc1c(S(=O)(=O)CCNC(=O)NCc2ccccc2)c2ccccc2n1C	1
COc1ccc(-c2cc(C(=O)O)n3nc(-c4ccc(Cl)cc4)cc3n2)cc1	0
CC(O)(CNC(=O)Nc1ccc(C(C)(C)C)cc1)CN1CCOCC1 (stereo unspecified)	-10
Oc1ccc2ccncc2c1CN(Cc1ccccc1F)C1CC1	3
COc1ccc(OC)c(C2CCN(C(=O)C3(N)CC3)C2)c1 (stereo unspecified)	-12
N#Cc1cccc(CN2CCN3C(C(=O)Nc4ccc(-n5cccc5)cc4)=COC3=NC2=O)c1	-4

Quoted at random: three entries already listed.
mol	mcGAS MS inh
CC(C)N(CCc1ccccc1)C(=O)C1CC=CCC1 (stereo unspecified)	-5
Oc1ccc2ccncc2c1CN(Cc1ccccc1F)C1CC1	3
COc1ccc(OC)c(C2CCN(C(=O)C3(N)CC3)C2)c1 (stereo unspecified)	-12

Four entries already listed, ordered by SMILES length, lowest first.
mol	mcGAS MS inh
Cc1ccc(Cl)cc1NC(=O)CN1CCc2ccccc2C1	-15
CCC(C)(C)NC(=O)CN1c2ccccc2N(C)CCC1C (stereo unspecified)	-1
CCOC(=O)CC1CCCCN1Cc1nc(-c2cnccn2)no1 (stereo unspecified)	-8
N#Cc1cccc(CN2CCN3C(C(=O)Nc4ccc(-n5cccc5)cc4)=COC3=NC2=O)c1	-4

More structures follow.
mol	mcGAS MS inh
CCCc1cc(C(=O)N2CCc3onc(-c4cccc(F)c4)c3C2)ccn1	-24
Cc1nn(C)c(C)c1C1CCCN1Cc1cn(-c2ccccc2)nn1 (stereo unspecified)	-10
COC(=O)c1ccc(-c2nc(CN3CCC[C@H]3C(=O)OC)c(C)o2)cc1	8
CC(C)c1nc(C2CC(=O)Nc3n[nH]c(-c4ccccc4)c32)co1 (stereo unspecified)	-7
CCCCS(=O)(=O)NC(C)C(=O)O (stereo unspecified)	-10
CCC(CC)(NC(=O)Nc1nncs1)c1ccc(Cl)c(Cl)c1	9
Cc1cc(C)nc(NC2CC(C)(C)NC(C)(C)C2)n1	-10
C=CCn1c(=NC(=O)c2cccc(S(C)(=O)=O)c2)sc2cc(OC)c(OC)cc21	-6
Cc1cc(C(=O)N(CCO)C2CC2)c(C)n1-c1nccs1	-9
CC(C)N1CC=C2C(C1)C(c1ccccc1Cl)C(=N)C(C#N)C2(C#N)C#N (stereo unspecified)	-4
Nc1nc(N)nc(CN2CCCC(C(F)(F)F)C2)n1 (stereo unspecified)	-27
CC(C)c1cccc(C(C)C)c1-n1c(C2C3CCCCC32)n[nH]c1=S (stereo unspecified)	-2
O=C(CN1CCOC2CCCCC21)NC1CCCc2ccccc21 (stereo unspecified)	-15
O=C(CCC1CCN(C(=O)C(=O)c2ccco2)CC1)NCc1cccc(Cl)c1	-8
COCc1nc(N2CCc3cc(OC)c(OC)cc3C2C)c2cnn(C)c2n1 (stereo unspecified)	-9
O=C(c1ccccc1)N1CCCc2ccc(NS(=O)(=O)c3ccc(F)cc3F)cc21	-5
O=S1(=O)c2cccc3cccc(c23)N1CC1CN(Cc2ccccc2)CCO1 (stereo unspecified)	-10
CC(NS(=O)(=O)c1ccc(N)cc1)C1CC2CCC1C2 (stereo unspecified)	-9
CCCC1OCC2(CO1)COC(CCC)OC2 (stereo unspecified)	-10
CCN(CC)C1=NC=CC(c2ccccc2)=CC1Cc1ccccc1 (stereo unspecified)	-5
CC(C)(C)NC(=O)NCC1CN(c2ccc3c(c2)OCO3)C(=O)O1 (stereo unspecified)	-8
Cc1cc(F)cc(-c2c(-c3ccccc3)ncn2CCCN2CCCC2=O)c1	-10
CCOC(=O)c1cc(NC(=O)C2CCCCN2CC)cn1C (stereo unspecified)	-6
N#Cc1cc(Cc2ccc(N)c(C#N)c2)ccc1N	5
COc1ccc(OC)c2sc(N(CCCN3CCOCC3)C(=O)c3ccno3)nc12	5
O=S(=O)(NC1c2cccc3cccc(c23)C1N1CCN(CCO)CC1)c1ccccc1 (stereo unspecified)	-1
OCc1ccnc(-c2ccc(O)cc2)c1	-25
CCOC(=O)c1nn(-c2ccc(F)cc2)c(=O)cc1OS(=O)(=O)c1cc(C)c(C)cc1OC	0
O=C(Nc1ccccc1I)c1ccc(CSC(F)F)o1	-8
Cc1[nH]c(=O)c(C#N)c(C)c1CCc1nc(-c2ccsc2)no1	-42
O=[N+]([O-])c1cccc(S(=O)(=O)N2CCCN(c3nc4ccccc4nc3-c3ccccc3)CC2)c1	-2
S=c1[nH]nc(COc2ccccc2Cl)o1	-15
Cc1n[nH]c(C)c1CC(C)C(=O)O (stereo unspecified)	-5
Cn1nc(CC2CCN(C(=O)C3C=CCN3)CC2)n(-c2ccccc2)c1=O (stereo unspecified)	-29
CC(NC(=O)CNc1cc(F)cc(F)c1)c1ccccc1 (stereo unspecified)	-18
CC1(C(=O)NS(=O)(=O)c2cccs2)CCN1C(=O)Cc1cccc2ccccc12 (stereo unspecified)	-4
COc1cc(=O)n(-c2ccccc2C)nc1C(=O)Nc1c(C)cc(C)cc1C	-27
CCCn1nc(C(=O)N2CCCC2c2cccc(Br)c2)ccc1=O (stereo unspecified)	-3
Cc1ccc(Cn2nnc3c(=O)n(CC(=O)Nc4ccc(C)cc4)cnc32)cc1	5
C=CCCC(CN1CCCC1)Oc1nccc(OC)n1 (stereo unspecified)	9
CCc1cccc(N2CCC(NC(=O)c3csc(-c4ccccn4)n3)CC2)c1	-1
CC1CCCN(C(=O)c2ccccc2N(C)C(=O)c2cccs2)C1 (stereo unspecified)	-3
CC1=CC(C)(C)N2C(=O)C(=O)c3cc(O)cc1c32	-5
CCC(C)Cc1c(C)sc2nc(CSc3nnc(C4CC4)n3C3CC3)[nH]c(=O)c12 (stereo unspecified)	-1
O=S(=O)(c1ccc2c(c1)CCCC2)N(CCCO)c1ccccc1	2
Cn1c(-c2nc(C(=O)NCCCN3CCCC3=O)cs2)cc2ccccc21	-3
CC(=O)N(C)Cc1nc(-c2cccc(Cn3nc(C)cc3C)c2)no1	-5
Cc1cc(C(=O)Nc2ccc(OC(F)F)c(Cl)c2)on1	-5
CON(C)C(=O)c1cc(-c2ccco2)[nH]n1	-13
CCCC1C(C)CCCN1C(=O)c1ccc2c(c1)NC(=O)CS2 (stereo unspecified)	-16
Cc1nc(C(C)NC(=O)c2cccc(C#CC(C)(C)O)c2)n[nH]1 (stereo unspecified)	-23
CC(C)(C)c1ccc(C2=N/C(=C\C(Cl)=C\c3ccccc3)C(=O)O2)cc1	-10
CC(NC(=O)N1CCC(c2ccccc2)CC1)c1cccc(S(N)(=O)=O)c1 (stereo unspecified)	2
COc1cc(N)cc(OC)c1OC	-6
Cc1nn(C)c(C)c1CCC(=O)N[C@H]1CCC[C@H]1Cc1ccc(F)cc1	-11
O=C(Cn1nc2sc3ccccc3n2c(=O)c1=O)NC(=O)Nc1ccccc1	-2
O=C1CN(CC(=O)N2CCCC(c3[nH]ncc3-c3ccc(F)cc3)C2)C(=O)N1 (stereo unspecified)	-17
C/C(=C(/NC(=O)c1ccccc1)C(=O)NC1CCCCC1)c1ccc(C)cc1	-26
Cc1nnc(NC(=O)C2CCCC2)s1	-1
Cc1cc(NC(=O)CN2c3ccccc3OCC2C)n(-c2ccc(F)cc2)n1 (stereo unspecified)	-36

Structural class: the entries above with a tert-butyl group.
mol	mcGAS MS inh
CC(O)(CNC(=O)Nc1ccc(C(C)(C)C)cc1)CN1CCOCC1 (stereo unspecified)	-10
CC(C)(C)NC(=O)NCC1CN(c2ccc3c(c2)OCO3)C(=O)O1 (stereo unspecified)	-8
CC(C)(C)c1ccc(C2=N/C(=C\C(Cl)=C\c3ccccc3)C(=O)O2)cc1	-10

Further entries:
mol	mcGAS MS inh
O=C(CNc1cnc2ccccc2n1)N1CCCC1	-8
CCOCCCNC(=O)CCc1nnc2n(Cc3ccccc3Cl)c(=O)c3ccccc3n12	-5
CC(=O)S[C@@H]1CC2=CC(=O)CC[C@]2(C)[C@H]2CC[C@@]3(C)[C@@H](CC[C@@]34CCC(=O)O4)C12 (stereo partly specified)	-2
O=C(NCc1ccc(F)cc1)C(=O)Nc1ccc(Cl)c(N2CCCS2(=O)=O)c1	-6
C=Cc1ccc(Cn2c(C)c(C(=O)NCC3CC3)sc2=O)cc1	-2
O=C(CCC1CCCN(C2CCN(c3ccccc3F)CC2)C1)N1CCCC1 (stereo unspecified)	-5
Cc1nc(C(=O)O)nn1-c1cc(Cl)ccc1Cl	-11&-8
CCCCNc1ncnc2sc3c(c12)CCC(C)C3 (stereo unspecified)	4
Cc1oc(-c2ccccc2)nc1C(=O)N1CCCC(C(=O)NC2CC2)C1 (stereo unspecified)	-1
CSCCSc1nc(-c2cccs2)c(-c2cccs2)[nH]1	-37
CC1c2cccn2CCN1C(=O)CCN1CCCCO1 (stereo unspecified)	-22
Cc1ccc(N2C(=O)CSC23CCN(C(=O)C2CCCC2)CC3)cc1	-12
N#Cc1c(NC2=CC(=O)CCC2)sc2c1CCCC2	-9
Cc1ccc(OCC2CCCN(C(=O)CCn3nc(C)c(C)c3C)C2)cc1 (stereo unspecified)	-16
CCc1nc2cc(Br)c(C)c(C)c2nc1CC	-6
COc1ccccc1-c1cc(C(=O)O)n2nc(C(C)(C)C)cc2n1	-2
CC1Cc2ccccc2N1C(=O)NCC(c1cccs1)N(C)C (stereo unspecified)	-17
O=C(c1ccc(Cl)cc1O)N1CCC2(CCOCC2)CC1	-38
COC(=O)c1cc(-c2ccc(Cl)cc2Cl)nc2c1c(=O)n(C)c(=O)n2C	6
OC(c1ccccc1)(c1nc(/C=C/c2ccccc2)cs1)C(F)(F)F (stereo unspecified)	6
CCCn1nccc1C(=O)N1CCNC(=O)C1c1ccc(F)cc1 (stereo unspecified)	-7
Nc1ccc2nc(N3CCOCC3)sc2c1	-3
CCc1noc(C)c1C(=O)NC(C)Cc1cccs1 (stereo unspecified)	5
COc1ccc2c(c1)CCC/C2=N/OCC(=O)N(C)c1ccccc1	-7
CCNC(=O)C1(C)CCN(C=C2N=C(c3c(C)noc3C)ON2)C1 (stereo unspecified)	1
Cc1nc2c(c(=O)n1C)CCN(C(=O)Nc1ccc3c(c1)OCO3)CC2	-36
COc1ccc(-c2c(NC(=O)c3cccs3)oc3c(C)cccc3c2=O)cc1	-5
COc1ccc(F)c(CNC2CC(=O)N(C3Cc4ccccc4C3)C2)c1 (stereo unspecified)	-3
CSc1ncc(CN(C)CC2CCCN(CCc3ccc(Cl)cc3)C2)cn1 (stereo unspecified)	-12
CN(C)S(=O)(=O)c1ccc(N=CC(C#N)C#N)cc1	3&6
COCc1nc(CNC(=O)c2c(C)nc3ccc(Cl)cn23)no1	-3
c1ccc2c(-c3nnc(SCc4ccc5c(c4)OCO5)o3)c[nH]c2c1	1
O=C1CS/C(=N\N=C2C3CC4CC(C3)CC2C4)N1	-5
OCC1(CSc2ccc(F)cc2)COC1	-1
COCCOCC(=O)N1CCc2c([nH]c3ccccc23)C1C(C)C (stereo unspecified)	-10
O=C(NCc1ccon1)Nc1cccc(Cl)c1Oc1cccnc1	-12
COCCN(CCOC)C(=O)COC(=O)c1c2ccccc2cc2ccccc12	-5
CN1C(=O)C2(CCN(C(=O)c3cc(Cl)c[nH]c3=O)CC2)c2ccccc21	-7
Cc1scc(C(=O)N2CCCC3(CC2)CNC(=O)O3)c1-c1ccccc1 (stereo unspecified)	-9
CN(Cc1ccsc1)C(=O)C1CCC(=O)N(Cc2ccccn2)C1 (stereo unspecified)	-6&33

Only part of the results is shown; rates above refer to the full screens.
